From PubChem BioAssay
S3 lipid droplet: qHTS Assay for Lipid Storage Modulators in Drosophila S3 Cells | 320,000 compounds, 0.64% hits | Drosophila S3 cells, BODIPY lipid droplet fluorescence, 18-24 h; cells fed with added oleic acid | Potency in µM for hits, for the others lipid storage change, negative = inhibition, % at the top dose, mostly 46.1 µM | AID 2685, 2010; active = well fitted inhibition curve with a large enough effect in the signal ratio, with a control signal flat, not every such curve was filed as active; inconclusive = small, poorly fitted or top-dose-only effect, or effect the other way, or a change in a side signal; the % refers to the signal ratio
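Drosophila S3 cells got compounds at several concentrations plus oleic acid (400 uM solution). Laser-scanning cytometry with 488 nm excitation read lipid droplets at 500-530 nm and cells at 575-640 nm. Percent activity was relative to 20 uM Triacsin C.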
S3 lipid droplet cell count max: also measured in S3 lipid droplet; calls as there; cell number change, %; measured here: cell count max response;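 cells counted by Cell Tracker Red CMTPX staining in the red channel; peak over a dose series mostly up to 46.1 µM; percent activity relative to internal control wells on each plate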
Numbers without * were called inactive; i = inactive; ? = inconclusive; . = not tested or not shown. % is set by controls: 0 for no effect and ±100 for the full control effect; potency is the fitted concentration of half-maximal effect. Some of the compounds tested (hit frequency here may not be typical).

mol	S3 lipid droplet cell count max	S3 lipid droplet
CC(C)CC(C(=O)NC(C)(C)C)N(CC1CCCO1)C(=O)c1snc(C(N)=O)c1N (stereo not given)	-4	0%
CCOc1ccc(N(C(=O)c2snc(C(N)=O)c2N)C(C(=O)NCC2CCCO2)c2ccc(C)o2)cc1 (stereo not given)	5	i
CC(C)NC(=O)[C@@H]1C[C@@]1(C)[C@@H](NC(=O)OCc1ccccc1)c1ccccc1	13	6%
N#CCCN1CCC(NC(=O)OCc2ccccc2)CCC1=O (stereo not given)	.	?
Cc1ccc(NC(=S)N=Nc2c(O)n(C)c3ccc(S(=O)(=O)N4CCOCC4)cc23)cc1	.	?
COc1ccc(-c2c(C(=O)O)c(-c3ccccc3)cn2C)cc1	19	i
CC(=O)N(CCCN(C)C)Cc1ccccn1	7	-10%
Cc1cc(C)c(NC(=O)c2ccc3c(c2)CCN3S(C)(=O)=O)c(C)c1	-11	-14%
COc1ccc(/C=N/NC(=O)CNC(=O)/C=C/c2ccco2)cc1OC	10	26%
Cc1cc(Br)cc(/C=N/NC(=O)c2ccc3c(c2)OCO3)c1O	.	?
CCCOc1ccc(N2C(=O)CC(NCc3cccnc3)C2=O)cc1 (stereo not given)	.	?
COc1ccc(-n2nnc3c(SCC(=O)Nc4ccc5c(c4)OCCO5)ncnc32)cc1	2	6%
Cc1cccc(NC(=S)N(CCN2CCOCC2)Cc2cc3cc4c(cc3[nH]c2=O)OCO4)c1	.	?
COc1ccc(C(=O)Cc2ccc(F)cc2)c(OC)c1	.	-3%
CCS(=O)(=O)C1=NN2C(=N)/C(=C\c3ccc(OS(=O)(=O)c4ccccc4)cc3)C(=O)N=C2S1	.	?
C=C(C)C(=O)Nc1cccc(C2=NOC3(C2)C[C@H](C(N)=O)N(C(=O)CC#N)C3)c1 (stereo not given in full)	.	?
CC1(OC(=O)CCc2ccccc2)C(=O)C=C2C=C(c3ccc(C#N)cc3)N(CC3CC3)C=C2C1=O (stereo not given)	2	8%
CCCOC(=O)c1c(NC(=O)C2C3C=CC(C3)C2C(=O)O)sc2c1CCC(C)C2 (stereo not given)	-1	17%
FC(F)(F)c1cc(-c2ccco2)nc(NCCc2ccccc2)n1	-2	-11%
CN(Cc1nc(CCc2ccccc2)no1)Cc1cccs1	11	9%
O=C(CSc1c[nH]c2ccccc12)N1CCOCC1	.	?
COCCCN(C(=O)C(C)Oc1ccc(Br)cc1)c1c(N)n(Cc2ccccc2)c(=O)[nH]c1=O (stereo not given)	.	?
CCCOc1ccc(-c2c(C(=O)N/N=C(\C)c3ccco3)nnn2-c2nonc2N)cc1	.	?
O=C(Nc1ccccc1Cl)C(=O)c1cn(CC(=O)N2CCOCC2)c2ccccc12	30	i
COc1ccc(/C=N\NC(=O)CCc2c(C)n[nH]c2C)c(OC)c1OC	27	-1%
O=C(Cc1ccccc1F)NC1CCSc2ccccc21 (stereo not given)	.	?
O=C(c1ccco1)N1CCN(C(=O)C(Cc2ccccc2)NS(=O)(=O)c2cccs2)CC1 (stereo not given)	.	?
Cc1ccc(/C=N/NC(=O)c2cccc(S(=O)(=O)N3CCOCC3)c2)o1	-14	-25%
CSc1ccc(S(=O)(=O)NCC(=O)OCC(=O)N(C)Cc2ccccc2)cc1[N+](=O)[O-]	.	?
CC1(C)CC(NC(=O)c2ccccc2Cl)CC(C)(C)N1	3	4%

For reference, part of the list above.
mol	S3 lipid droplet cell count max	S3 lipid droplet
CC(C)CC(C(=O)NC(C)(C)C)N(CC1CCCO1)C(=O)c1snc(C(N)=O)c1N (stereo not given)	-4	0%
CCOc1ccc(N(C(=O)c2snc(C(N)=O)c2N)C(C(=O)NCC2CCCO2)c2ccc(C)o2)cc1 (stereo not given)	5	i
CC(C)NC(=O)[C@@H]1C[C@@]1(C)[C@@H](NC(=O)OCc1ccccc1)c1ccccc1	13	6%
N#CCCN1CCC(NC(=O)OCc2ccccc2)CCC1=O (stereo not given)	.	?
Cc1ccc(NC(=S)N=Nc2c(O)n(C)c3ccc(S(=O)(=O)N4CCOCC4)cc23)cc1	.	?
COc1ccc(-c2c(C(=O)O)c(-c3ccccc3)cn2C)cc1	19	i
CC(=O)N(CCCN(C)C)Cc1ccccn1	7	-10%

(continued)
mol	S3 lipid droplet cell count max	S3 lipid droplet
CCCC(=O)Nc1ccccc1NC(=O)c1cc(OC)c(OC)c(OC)c1	.	?
O=C(c1c[nH]c2ccccc12)N1CCN(Cc2ccccc2)CC1	.	?
CCc1ccc[n+](-c2[nH]c(=O)sc2/C=N/N=C(\[O-])CCn2c3ccccc3c3ccccc32)c1	9	0%
CCCCCCn1c(=O)c(-c2nc3ccccc3c(=O)[nH]2)c(O)c2ccccc21	.	?
N#CCNC(=O)C1CC(=O)N(CCc2ccc(F)cc2)C1 (stereo not given)	.	?
CCOC(=O)N1CCN(S(=O)(=O)c2ccc(C(=O)NNc3nc4c(C)cccc4s3)cc2)CC1	2	14%
Cc1ccc(C(C(=O)NCc2ccco2)N(C(=O)Cn2nnc3ccccc32)c2ccccc2)o1 (stereo not given)	-15	14%
Cc1nc(NC(=O)c2ccc(Cl)cc2)nc2cc3c(cc12)OCO3	.	?
CN(C(=O)CSc1ncc(C(F)(F)F)cc1Cl)c1c(N)n(Cc2ccccc2)c(=O)[nH]c1=O	.	?
CN(C)CCCN(C(=O)c1ccc(C(=O)c2ccccc2)cc1)c1nc2ccc(F)cc2s1	.	?
Cc1ccc(C(=O)NNC(=O)CSc2nnc3c(n2)[nH]c2ccc(C)cc23)cc1	.	?
Cc1ccc(NC(=O)c2ccco2)c([N+](=O)[O-])c1	.	?
Cc1ccc(F)cc1NC(=S)NCCc1ccccc1	.	?
Cn1ncc(Br)c1C(=O)Nc1ccc(Br)cn1	-18	14%
CN(C(=O)Cn1cc(C#N)c2ccccc21)c1ccccc1	19	2%
CCN(CC)CCCNc1cc(C(F)(F)F)c(C#N)c2nc3ccccc3n12	1	5%
COc1ccc(O)c(C2=Nc3ccccc3N=C(c3ccccc3)C2)c1	-15	0%
Cc1ccc(Nc2nc(CSc3nnc(-c4cccnc4)n3-c3ccccc3C)cs2)cc1	.	?
Cc1ccc(S(=O)(=O)/C(C#N)=C/c2c(N3CCN(C)CC3)nc3c(C)cccn3c2=O)cc1	1	20%
CCCCCn1c(=N)n(CC(O)COc2ccccc2OC)c2ccccc21 (stereo not given)	.	?

Quoted at random: three entries already listed, in no set order.
mol	S3 lipid droplet cell count max	S3 lipid droplet
CN(C)CCCN(C(=O)c1ccc(C(=O)c2ccccc2)cc1)c1nc2ccc(F)cc2s1	.	?
COc1ccc(-c2c(C(=O)O)c(-c3ccccc3)cn2C)cc1	19	i
Cc1ccc(C(C(=O)NCc2ccco2)N(C(=O)Cn2nnc3ccccc32)c2ccccc2)o1 (stereo not given)	-15	14%

Next section
mol	S3 lipid droplet cell count max	S3 lipid droplet
CN1CCN(NC(=O)Nc2cccc(Cl)c2Cl)CC1	12	3%
O=C(COc1cccc(NC(=O)c2cccc([N+](=O)[O-])c2)c1)c1ccc(F)cc1	.	?
O=C(N/N=C/C=C\c1ccccc1)c1cnccn1	.	?
COC(=O)[C@H](CC(C)C)NC(=O)NCCCc1ccccc1	.	?
COC(=O)c1c(-c2ccccc2)csc1N1C(=O)Nc2ccccc2N1O	.	?
COc1cc(OC)cc(C(=O)NC(=S)N2CCCCCC2)c1	-6	-7%
COCCCn1c(=O)c2sccc2n(Cc2ccc(C)cc2)c1=O	20	4%
CCCCCN(C(=O)NC(=O)Nc1ccc(C)cc1)S(=O)(=O)c1ccccc1	.	?
CCC1CCCCN1CCCNC(=O)C1CCCN(c2ncnc3c2nc2n3CCCCC2)C1 (stereo not given)	.	?
CC(C)NS(=O)(=O)c1ccc(OCC(=O)NC2CCCCCC2)cc1	.	?
O=C(CCSc1ccccc1)Nc1ccc(S(=O)(=O)Nc2ncccn2)cc1	6	5%
CC(C)SCCCCOc1ccc2ccccc2c1	-13	-14%
CCOC(=O)C(CCCCCCC(NC(C)=O)(C(=O)OCC)C(=O)OCC)(NC(C)=O)C(=O)OCC	7	-10%
O=C(CN1C(=O)S/C(=C\c2ccccn2)C1=O)Nc1ccccc1	.	?
Cc1ccc(OC(C)C(=O)N=Nc2c(O)[nH]c3ccc([N+](=O)[O-])cc23)cc1 (stereo not given)	-11	-9%
COc1cc(C)c(S(=O)(=O)N2CCOCC2)cc1C(C)C	.	?
CC(=O)c1ccc(S(=O)(=O)NC2CC(=O)N(c3cccc(F)c3)C2)cc1 (stereo not given)	.	?
O=C(O)CSc1ncnc2c1oc1ccccc12	.	-28%
O=C1CN(C(=O)NCCC(=O)NC2CCCCC2)c2ccccc2N1	-23	i
Nc1ccccc1NC(=O)NC(=O)c1ccccc1	.	?
COCCCNS(=O)(=O)c1ccccc1	.	?
CC1(C)CC(=O)C2=C(C1)NC(Nc1nc3ccccc3o1)=NC21CCCCC1	.	?
Cc1c(NC(=O)/C(C#N)=C/c2c(Oc3ccccc3)nc3ccccn3c2=O)c(=O)n(-c2ccccc2)n1C	-5	-10%
Cc1cc(OC(=O)c2ccc(S(=O)(=O)N3CCCC3)cc2)c([N+](=O)[O-])c(=O)[nH]1	9	-10%
COc1ccccc1C/C(N)=N/OC(=O)c1cccc([N+](=O)[O-])c1C	.	?
COc1ccc(-c2nnc(SC(C)C(=O)Nc3cccc(Cl)c3)o2)cc1 (stereo not given)	.	?
Cc1cccc(NC(=O)CN(C)C(=O)c2ccc3ccccc3n2)c1C	.	?
CC(=O)c1c(C)[nH]c(C(=O)OC2CCCCC2=O)c1C (stereo not given)	.	?
Cc1cccc(C(C)C)c1NC(=O)C1CCN(S(=O)(=O)c2ccccc2)CC1	.	?
CC(C)CCn1cnc2c1c(=O)n(CC(=O)NC(N)=O)c(=O)n2Cc1ccccc1	13	i
CCCCCOC(=O)c1ccc(NC(=O)c2cccc(NC(=O)c3ccccc3C(=O)O)c2)cc1	.	?
CC(=O)Nc1ccc(S(=O)(=O)N2CC(=O)NC(=O)C2)cc1	0	7%
Cc1ccc2c(c1)nnn2C1CCN(C(=O)c2ccccc2F)CC1	16	14%
Fc1ccc(NC(=S)N2CCOCC2)cc1Cl	.	?
CC(NC(=O)c1nn(C)c(=O)c2ccccc12)c1ccccc1 (stereo not given)	-23	4%
O=C1NC2(CCCCCC2)C(=O)N1Cc1ccccc1F	-17	-6%
Cc1ccc(CSc2nnc(SCC(=O)N/N=C/c3ccccc3OCC(=O)O)s2)cc1	-3	7%
CNCCCCOc1ccccc1Cc1ccccc1	26	6%
NC(=O)C1CCN(CC(=O)Nc2ccccc2Sc2ccccc2)CC1	8	14%
Cc1cnnc2ccc3c(no[n+]3[O-])c12	1	10%
O=C(Cc1cc(=O)[nH]c(=O)[nH]1)NCc1ccc(Cl)cc1	2	0%
Fc1cccc(-c2nn[nH]n2)c1	.	?
CN(Cc1cn(C)nc1-c1ccccc1F)Cc1nccn1C	4	7%
O=C(O)c1ccc(/C=N/Nc2ccc(C(F)(F)F)cn2)cc1	.	?
COc1ccc(NC(=O)c2cc3ccccc3oc2=O)c(OC)c1	.	?
CC1=NN(c2ccccc2)C(=O)C1C(=O)c1ccc([N+](=O)[O-])cc1 (stereo not given)	3	0%
COc1cc(OC)cc(-c2c(C#Cc3ccsc3)c3cc(-c4ccc(C(N)=O)cc4)ccc3n2C)c1	.	?
C=CCn1c(-c2cc(-c3ccc(C)cc3)nc3ccccc23)n[nH]c1=S	-1	1%
Cc1cc(C)c(Cn2c3ccccc3c3cnn(CC(=O)NCCN4CCOCC4)c(=O)c32)c(C)c1	.	?
O=C(NCc1ccc(F)cc1)c1cc(-c2ccco2)on1	.	?

(cont.)
mol	S3 lipid droplet cell count max	S3 lipid droplet
CC(C(=O)NCc1ccccc1)N1CCN(c2ccc(F)cc2)CC1 (stereo not given)	13	15%
O=C(c1cnccn1)N(Cc1ccco1)C1(C(=O)NC2CCCCC2)CCCCC1	.	?
Cc1nn(Cc2ccccc2Cl)c(C)c1NC(=O)C1C2CCC(O2)C1C(=O)O (stereo not given)	7	i
COC(=O)[C@H]1Cc2cnoc2C[C@]1(C)C(=O)O	.	?
Cc1ccc(NC(=O)CN2C(=O)NC3(CCc4ccccc43)C2=O)cc1Cl (stereo not given)	.	?
CC(C)C[C@H](NC(=O)OC(C)(C)C)C(=O)N[C@@H](CO)[C@H](O)[C@@H]1C[C@@H]1C(=O)NC1CCCCC1	.	?
O=C(c1ccccc1)N1CCCC(C(=O)N2CCc3ccccc3C2)C1 (stereo not given)	.	i
CCN(CC(=O)NC(c1ccccc1)c1ccccc1)Cc1nc2ccccc2c(=O)[nH]1	.	?
